bIAP act: intestinal alkaline phosphatase (bovine) activation; activation factor at 20 µM; AID 1016; purified bovine IAP, CDP-star luminescence, 30 min; active compounds read high; fold of DMSO-control signal, blank-subtracted; 0.17% of 200,000 active;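 active = activation factor of 2 or more at 20 µM, a signal rise over negative controls twice the positive control's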
APP 5'UTR act: activates APP 5'UTR luciferase reporter | SH-SY5Y APP 5'UTR luciferase reporter, luminescence; zero percent = DMSO vehicle wells | activation, % at 2 µM | 1% of 190,000 active | AID 1276;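 active = activation above a set limit, based on mean plus 3 SD of controls, cut at about 140% in these data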; also: values of inactives mirror those of a sister screen read the other way
TNAP inh hiacc: inhibitors of human TNAP at high phosphate acceptor concentration; P05186; inhibition, % at 20 µM; purified TNAP, CDP-star luminescence, 1 M DEA; 0.03% of 200,000 active;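 active = over 50% inhibition of tissue-nonspecific alkaline phosphatase at 20 µM in the single-dose screen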;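 also: plate controls were DMSO wells for no effect and EDTA-quenched wells as full inhibition for full effect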
Target sequence (P05186 whole entry, looked up): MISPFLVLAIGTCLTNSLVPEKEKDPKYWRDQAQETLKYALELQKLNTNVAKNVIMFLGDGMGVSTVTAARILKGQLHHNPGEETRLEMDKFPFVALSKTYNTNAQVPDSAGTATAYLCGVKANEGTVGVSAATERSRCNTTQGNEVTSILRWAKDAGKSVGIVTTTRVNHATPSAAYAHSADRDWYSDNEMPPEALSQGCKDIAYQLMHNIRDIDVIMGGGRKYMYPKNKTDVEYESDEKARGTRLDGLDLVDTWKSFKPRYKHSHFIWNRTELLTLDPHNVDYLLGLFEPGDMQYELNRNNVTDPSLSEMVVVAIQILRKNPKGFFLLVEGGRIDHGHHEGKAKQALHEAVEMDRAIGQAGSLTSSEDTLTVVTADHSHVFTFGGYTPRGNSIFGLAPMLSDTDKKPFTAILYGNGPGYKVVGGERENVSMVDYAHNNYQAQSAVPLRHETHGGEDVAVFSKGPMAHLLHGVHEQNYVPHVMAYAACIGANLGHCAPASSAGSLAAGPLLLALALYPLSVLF
FLuc act counter: affects firefly luciferase, flagging false hits in luciferase stimulation screens; P08659; ATPlite luciferase biochemical, luminescence, 10 min; 0 = ATP-free wells, 1 = DMSO control; activation factor at 10 µM; 200,000 tested, under 10 active; AID 1027;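 active = luciferase activation factor, scaled between plate controls, of at least 2 with compound at 10 µM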
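Material: Luciferase/luciferin reagent mix | Doses: Test compounds dosed from 2 mM stocks in 100% DMSO | Timing: 10 min incubation after luciferase reagent addition, room temperature | Measured by: Luminescence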
PMI act: phosphomannose isomerase (human) activation; P34949; purified human PMI, coupled resazurin fluorescence, 20 min; active compounds read high; 1 = vehicle control, 0 substrate-free wells; activation factor at 20 µM; 0.005% of 190,000 active;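 active = activation factor of 2 or more at 20 µM, relative to plate controls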
Target sequence (P34949 whole entry, looked up): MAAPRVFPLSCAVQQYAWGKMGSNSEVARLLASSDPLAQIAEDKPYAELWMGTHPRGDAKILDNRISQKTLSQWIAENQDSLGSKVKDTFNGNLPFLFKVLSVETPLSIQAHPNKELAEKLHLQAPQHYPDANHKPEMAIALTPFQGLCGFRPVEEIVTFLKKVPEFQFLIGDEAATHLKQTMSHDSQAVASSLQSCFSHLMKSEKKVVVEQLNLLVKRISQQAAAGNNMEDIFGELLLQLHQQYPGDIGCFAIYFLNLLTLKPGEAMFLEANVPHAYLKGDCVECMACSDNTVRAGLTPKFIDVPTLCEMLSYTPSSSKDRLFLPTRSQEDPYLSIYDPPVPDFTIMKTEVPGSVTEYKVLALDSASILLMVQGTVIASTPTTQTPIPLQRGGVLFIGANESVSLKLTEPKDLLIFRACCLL
NF-kB expr up: compounds increasing NF-kB expression in human neuronal cells. NF-kB reporter expression; active compounds read high. fold change at 12.5 µM. 1.6% of 190,000 active; in the data active = fold change above about 3.3
TNAP act hiacc: TNAP (human) activation, high acceptor. AID 1136. 200,000 tested, under 10 active. activation factor at 20 µM. purified TNAP, CDP-star luminescence, 1 M DEA, 30 min; active compounds read high; 0 = EDTA background, 1 = DMSO-only activity;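 active = activation factor at least 2 at 20 µM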
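Measured by: Luminescent substrate turnover signal | Test system: Human TNAP | Input: TNAP 1/800 final | Dosing: 20 µM single point | Schedule: 30 min, room temperature | Controls: EDTA wells as negative control, DMSO wells as positive control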
PMI act satM6P: activators of human phosphomannose isomerase at near-saturating mannose 6-phosphate | coupled PMI enzyme assay, resazurin fluorescence, 20 min; active compounds read high; 1 = untreated enzyme, 0 = substrate-free blank | P34949 | 0.34% of 190,000 active | AID 1216 | activation factor at 20 µM;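 active = activation factor of 2 or more at 20 µM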
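Material: human phosphomannose isomerase with PGI, G6PDH, diaphorase coupling enzymes / Reagent: Man-6-P substrate 1.0 mM / Dosing: single compound dose of 20 µM, 1% DMSO final / Incubation: enzyme reaction with compound 20 min at room temperature / Signal: resorufin fluorescence (Ex 544/Em 590 nm) from resazurin via diaphorase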
FLuc inh counter: inhibits firefly luciferase, flagging false hits in luciferase inhibition screens. ATPLite firefly luciferase biochemical luminescence, 10 min. inhibition, % at 10 µM. 1.5% of 200,000 active. AID 1006;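 active = inhibition above about 50% when tested at 10 µM, limit read from the data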
TNAP inh no acc: TNAP (human) inhibition, acceptor-free conditions | P05186 | purified TNAP, CDP-star luminescence, 30 min | inhibition, % at 20 µM | 0.26% of 200,000 active;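 active = tissue-nonspecific alkaline phosphatase inhibition above about 50% at 20 µM in the single-dose screen, limit read from the data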;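 also: 0% = DMSO negative control and 100% = EDTA positive control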
Starred values were filed as active, the others as inactive. Compounds were not picked by outcome; about 3.6% have a hit in one of these screens.

A first look:
CC(C)CC(NC(=O)c1cccc(Cl)c1)C(=O)O (configuration not stated) was read as bIAP act 0.9, APP 5'UTR act 13, TNAP inh hiacc -6, FLuc act counter 1, PMI act 0.9, NF-kB expr up 1.1, TNAP act hiacc 1.1, PMI act satM6P 0.9, FLuc inh counter 0 and TNAP inh no acc -8.
For O=C1c2ccccc2C(Nc2ccc(S(=O)(=O)N3CCOCC3)cc2)N1c1ccccn1 (configuration not stated) the results were bIAP act 1, APP 5'UTR act -5, TNAP inh hiacc 1, FLuc act counter 1, PMI act 1.1, NF-kB expr up 0.92, TNAP act hiacc 1, PMI act satM6P 1, FLuc inh counter 1 and TNAP inh no acc -10.
For CCN(CC)CCCNc1oc(-c2cccc(Cl)c2)nc1C#N the results were bIAP act 1, APP 5'UTR act 11, TNAP inh hiacc -6, FLuc act counter 1, PMI act 1, NF-kB expr up 0.9, TNAP act hiacc 1.1, PMI act satM6P 1, FLuc inh counter -2 and TNAP inh no acc -8.
For O=C(CCNS(=O)(=O)c1cccc2nsnc12)N1CC(=O)N(CCc2ccccc2)C(=O)C1 the results were bIAP act 1, APP 5'UTR act -3, TNAP inh hiacc -5, FLuc act counter 1, PMI act 0.9, NF-kB expr up 0.98, TNAP act hiacc 1, PMI act satM6P 0.8, FLuc inh counter -4 and TNAP inh no acc -9.

This part in full (from the top)
CC(C)CC(NC(=O)c1cccc(Cl)c1)C(=O)O (configuration not stated) was read as bIAP act 0.9, APP 5'UTR act 13, TNAP inh hiacc -6, FLuc act counter 1, PMI act 0.9, NF-kB expr up 1.1, TNAP act hiacc 1.1, PMI act satM6P 0.9, FLuc inh counter 0 and TNAP inh no acc -8.
For O=C1c2ccccc2C(Nc2ccc(S(=O)(=O)N3CCOCC3)cc2)N1c1ccccn1 (configuration not stated) the results were bIAP act 1, APP 5'UTR act -5, TNAP inh hiacc 1, FLuc act counter 1, PMI act 1.1, NF-kB expr up 0.92, TNAP act hiacc 1, PMI act satM6P 1, FLuc inh counter 1 and TNAP inh no acc -10.
For CCN(CC)CCCNc1oc(-c2cccc(Cl)c2)nc1C#N the results were bIAP act 1, APP 5'UTR act 11, TNAP inh hiacc -6, FLuc act counter 1, PMI act 1, NF-kB expr up 0.9, TNAP act hiacc 1.1, PMI act satM6P 1, FLuc inh counter -2 and TNAP inh no acc -8.
For O=C(CCNS(=O)(=O)c1cccc2nsnc12)N1CC(=O)N(CCc2ccccc2)C(=O)C1 the results were bIAP act 1, APP 5'UTR act -3, TNAP inh hiacc -5, FLuc act counter 1, PMI act 0.9, NF-kB expr up 0.98, TNAP act hiacc 1, PMI act satM6P 0.8, FLuc inh counter -4 and TNAP inh no acc -9.
COc1ccc(/C=C(/NC(=O)c2ccc(OC)cc2)C(=O)NCCc2c[nH]c3ccccc23)cc1 was read as bIAP act 1, APP 5'UTR act 1, TNAP inh hiacc -7, FLuc act counter 1.1, PMI act 0.8, NF-kB expr up 1.1, TNAP act hiacc 1.1, PMI act satM6P 0.9, FLuc inh counter -5 and TNAP inh no acc -9.
`Cc1ccc(OCC(=O)N/N=C/c2cn[nH]c2-c2ccc(Cl)c(Cl)c2)cc1` gave bIAP act 1, APP 5'UTR act -4, TNAP inh hiacc -4, FLuc act counter 1.1, PMI act 1, NF-kB expr up 0.96, TNAP act hiacc 1, PMI act satM6P 1, FLuc inh counter -9 and TNAP inh no acc -1.
`COc1ccc(C(=O)NCCNc2ccc([N+](=O)[O-])cc2)cc1` gave bIAP act 0.8, APP 5'UTR act -10, TNAP inh hiacc 1, FLuc act counter 1.1, PMI act 0.9, NF-kB expr up 1.2, TNAP act hiacc 1, PMI act satM6P 0.8, FLuc inh counter -8 and TNAP inh no acc 1.
Screening O=C(CSc1n[nH]c(=O)[nH]c1=O)Nc1cccc(S(=O)(=O)N2CCOCC2)c1 returned bIAP act 0.9, APP 5'UTR act 16, TNAP inh hiacc 2, FLuc act counter 1, PMI act 1.1, NF-kB expr up 1.1, TNAP act hiacc 1, PMI act satM6P 1.1, FLuc inh counter 1 and TNAP inh no acc -3.
`CCOC(=O)c1cnn(-c2ccccc2)c1-n1cccc1C(=O)C(=O)Nc1ccccc1C(F)(F)F` gave bIAP act 0.9, APP 5'UTR act 12, TNAP inh hiacc -4, FLuc act counter 1.1, PMI act 0.9, NF-kB expr up 0.75, TNAP act hiacc 1, PMI act satM6P 1, FLuc inh counter -6 and TNAP inh no acc -9.
O=C(c1ccc(Cl)cc1)[C@@H]1[C@@H]2C(=O)N(c3cccc4ccccc34)C(=O)[C@@H]2C2c3ccccc3C=NN21 (some centres not stated) was read as bIAP act 1, APP 5'UTR act 2, TNAP inh hiacc -1, FLuc act counter 1, PMI act 0.8, NF-kB expr up 0.84, TNAP act hiacc 1, PMI act satM6P 0.9, FLuc inh counter 0 and TNAP inh no acc 1.
`COC(=O)c1ccc(Nc2cc(C)nc(-c3ccccc3O)n2)cc1` gave bIAP act 0.8, APP 5'UTR act -30, TNAP inh hiacc -7, FLuc act counter 1.1, PMI act 1, NF-kB expr up 1.4, TNAP act hiacc 1.1, PMI act satM6P 1, FLuc inh counter -9 and TNAP inh no acc -10.
`O=C(COC(=O)c1cn(-c2ccccc2)nc1-c1cccs1)NC1CC1` gave bIAP act 1, APP 5'UTR act -8, TNAP inh hiacc -7, FLuc act counter 1.1, PMI act 1, NF-kB expr up 1.1, TNAP act hiacc 1.1, PMI act satM6P 1, FLuc inh counter -5 and TNAP inh no acc -12.
Screening O=C(Cn1nc(C(F)(F)F)c2c1CCCC2)N1CCOCC1 returned bIAP act 1.1, APP 5'UTR act 8, TNAP inh hiacc 2, FLuc act counter 1, PMI act 1, NF-kB expr up 1.2, TNAP act hiacc 1, PMI act satM6P 0.9, FLuc inh counter 3 and TNAP inh no acc 1.
For O=C(NCc1cccnc1)c1cccc(C(F)(F)F)c1 the results were bIAP act 0.9, APP 5'UTR act 1, TNAP inh hiacc -2, FLuc act counter 1, PMI act 0.9, NF-kB expr up 1.1, TNAP act hiacc 1, PMI act satM6P 0.9, FLuc inh counter -4 and TNAP inh no acc -14.
For CCC(=O)Nc1cc2c(C)cc(=O)oc2cc1C the results were bIAP act 1, APP 5'UTR act -9, TNAP inh hiacc -5, FLuc act counter 1.1, PMI act 1.1, NF-kB expr up 1.3, TNAP act hiacc 1, PMI act satM6P 1.1, FLuc inh counter -6 and TNAP inh no acc -2.
Screening Cn1cc(CN2CCCC(CO)(Cc3cccc(Cl)c3)C2)cn1 (configuration not stated) returned bIAP act 1, APP 5'UTR act 1, TNAP inh hiacc -7, FLuc act counter 1.1, PMI act 1, NF-kB expr up 1.1, TNAP act hiacc 1.1, PMI act satM6P 1.1, FLuc inh counter -6 and TNAP inh no acc -12.
`CC1CCCN(c2ccc(C(=O)NCC3CCCO3)cn2)C1` (configuration not stated) gave bIAP act 1, APP 5'UTR act 13, TNAP inh hiacc 1, FLuc act counter 1, PMI act 0.9, NF-kB expr up 1.4, TNAP act hiacc 1, PMI act satM6P 0.9, FLuc inh counter 3 and TNAP inh no acc -10.
CCCN1CCN(C(=O)c2cc3c(s2)-c2ccccc2S(=O)(=O)C3)CC1 was read as bIAP act 0.9, APP 5'UTR act 18, TNAP inh hiacc -5, FLuc act counter 1, PMI act 1, NF-kB expr up 1.6, TNAP act hiacc 1, PMI act satM6P 1, FLuc inh counter 3 and TNAP inh no acc 12.
Screening CC(C)(C)NC(=O)COC(=O)c1ccc(O)cc1 returned bIAP act 1, APP 5'UTR act -5, TNAP inh hiacc 2, FLuc act counter 1, PMI act 1.1, NF-kB expr up 1.3, TNAP act hiacc 1, PMI act satM6P 1.1, FLuc inh counter -4 and TNAP inh no acc 6.
Screening COC(=O)C1C(=O)NC(SC)=C(C#N)C1c1ccccc1 (configuration not stated) returned bIAP act 1.1, APP 5'UTR act 11, TNAP inh hiacc 2, FLuc act counter 1, PMI act 0.9, NF-kB expr up 1.1, TNAP act hiacc 1, PMI act satM6P 0.9, FLuc inh counter 2 and TNAP inh no acc -1.
N#Cc1ccccc1NC(=O)CC1CCCCC1 was read as bIAP act 0.9, APP 5'UTR act 5, TNAP inh hiacc -2, FLuc act counter 1.1, PMI act 1, NF-kB expr up 1.1, TNAP act hiacc 1, PMI act satM6P 1, FLuc inh counter -6 and TNAP inh no acc -4.
`CSc1cccc(NC(=O)CCC(=O)O)c1` gave bIAP act 0.9, APP 5'UTR act 5, TNAP inh hiacc -2, FLuc act counter 1, PMI act 1, NF-kB expr up 1, TNAP act hiacc 1, PMI act satM6P 1, FLuc inh counter -5 and TNAP inh no acc -4.
CCOC(=O)c1cccc(Nc2ncnc3ccccc23)c1 was read as bIAP act 0.9, APP 5'UTR act 23, TNAP inh hiacc 0, FLuc act counter 1, PMI act 1.2, NF-kB expr up 0.94, TNAP act hiacc 1, PMI act satM6P 1.2, FLuc inh counter 4 and TNAP inh no acc -5.
For COc1ccc(C(=O)n2nc(C)cc2C)cc1Br the results were bIAP act 1, APP 5'UTR act -10, TNAP inh hiacc 0, FLuc act counter 1.1, PMI act 0.9, NF-kB expr up 0.92, TNAP act hiacc 1, PMI act satM6P 0.9, FLuc inh counter -5 and TNAP inh no acc -3.
`COc1ccc(-c2cn3cc(Cl)ccc3n2)cc1OC` gave bIAP act 0.6, APP 5'UTR act 65, TNAP inh hiacc -6, FLuc act counter 0.7, PMI act 1.1, NF-kB expr up 2, TNAP act hiacc 1.1, PMI act satM6P 1.1, FLuc inh counter 27 and TNAP inh no acc -4.
For Cc1ccc(N=c2oc3cc(O)ccc3cc2C(N)=O)cc1 the results were bIAP act 0.9, APP 5'UTR act 26, TNAP inh hiacc 10, FLuc act counter 0.9, PMI act 0.9, NF-kB expr up 1.1, TNAP act hiacc 0.9, PMI act satM6P 0.9, FLuc inh counter 7 and TNAP inh no acc 4.
For CCn1nnc(NC(=O)COc2cc(C)ccc2C(C)C)n1 the results were bIAP act 1, APP 5'UTR act -1, TNAP inh hiacc 0, FLuc act counter 1, PMI act 0.9, NF-kB expr up 1.6, TNAP act hiacc 1, PMI act satM6P 1, FLuc inh counter -2 and TNAP inh no acc -6.
`N#CC1=C(N)N=C(SCc2ccccc2)C(C(N)=O)C12CCCCC2` (configuration not stated) gave bIAP act 0.8, APP 5'UTR act 2, TNAP inh hiacc -5, FLuc act counter 1, PMI act 0.9, NF-kB expr up 0.83, TNAP act hiacc 1, PMI act satM6P 1, FLuc inh counter 0 and TNAP inh no acc -3.
COc1ccc(OC)c(NC(=O)CCCN2C(=S)NC(C)(C)CC2C)c1 (configuration not stated) was read as bIAP act 0.9, APP 5'UTR act 10, TNAP inh hiacc -2, FLuc act counter 1.1, PMI act 1, NF-kB expr up 0.94, TNAP act hiacc 1, PMI act satM6P 0.9, FLuc inh counter -7 and TNAP inh no acc 2.
For CCCCSc1nnc(CSc2ncccn2)n1C the results were bIAP act 1, APP 5'UTR act 8, TNAP inh hiacc 3, FLuc act counter 1, PMI act 0.8, NF-kB expr up 1.7, TNAP act hiacc 1, PMI act satM6P 1, FLuc inh counter 0 and TNAP inh no acc -4.
